PolyA inh: yeast polyadenylation inhibition. S. cerevisiae SKY197-pL101 polyadenylation reporter, beta-gal luminescence; efflux-impaired pdr1/pdr3 knockout yeast; score 100 = 6 SD above DMSO. calls only at 12 µM. hit rate 0.02% among 300,000. AID 1875;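 active = lowest replicate activity score at least 50, where 100 means six control SD above control mean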;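 note: yeast exposed to compound for 9 h at 30 °C; higher score means more reporter readthrough which indicates perturbed polyadenylation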
MrgX1 antagonist: human MrgX1 receptor antagonism, primary screen. MRGX1-HEK293 calcium flux, Fluo-4, BAM8-22 antagonism; hits give low values. Q96LB2. hit rate 1.3% among 310,000. AID 588676. B-score at 10 µM;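 active = calcium-response B-score plate-corrected more than 3 library SD below zero, starting fluorescence within 5 deviations, no agonist response on first addition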;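 note: peak minus trough fluorescence over baseline after final BAM8-22 challenge near maximal dose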
HIF activator: HIF pathway transcriptional activation. U2OS HRE-luciferase reporter, luminescence; normalized: DMSO 0%, desferrioxamine 100%. activation, % at 7.5 µM (by protocol). hit rate 0.32% among 300,000. AID 1910;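 active = mean activation of at least 10% of the iron chelator positive control signal, with at least half of replicates also reaching 10%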
TRPC4 block: blocks the mouse TRPC4 cation channel; hit rate 0.39% among 300,000; B-score at 10 µM; AID 2247; HEK293 TRPC4beta/mu-opioid, DAMGO-evoked Fluo4 calcium flux; hits give low values; Q9QUQ5;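 active = B-score over 3 SD under the library average, no early fluorescence shift, positive overall ratio signal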
Target sequence (Q9QUQ5 whole entry, looked up): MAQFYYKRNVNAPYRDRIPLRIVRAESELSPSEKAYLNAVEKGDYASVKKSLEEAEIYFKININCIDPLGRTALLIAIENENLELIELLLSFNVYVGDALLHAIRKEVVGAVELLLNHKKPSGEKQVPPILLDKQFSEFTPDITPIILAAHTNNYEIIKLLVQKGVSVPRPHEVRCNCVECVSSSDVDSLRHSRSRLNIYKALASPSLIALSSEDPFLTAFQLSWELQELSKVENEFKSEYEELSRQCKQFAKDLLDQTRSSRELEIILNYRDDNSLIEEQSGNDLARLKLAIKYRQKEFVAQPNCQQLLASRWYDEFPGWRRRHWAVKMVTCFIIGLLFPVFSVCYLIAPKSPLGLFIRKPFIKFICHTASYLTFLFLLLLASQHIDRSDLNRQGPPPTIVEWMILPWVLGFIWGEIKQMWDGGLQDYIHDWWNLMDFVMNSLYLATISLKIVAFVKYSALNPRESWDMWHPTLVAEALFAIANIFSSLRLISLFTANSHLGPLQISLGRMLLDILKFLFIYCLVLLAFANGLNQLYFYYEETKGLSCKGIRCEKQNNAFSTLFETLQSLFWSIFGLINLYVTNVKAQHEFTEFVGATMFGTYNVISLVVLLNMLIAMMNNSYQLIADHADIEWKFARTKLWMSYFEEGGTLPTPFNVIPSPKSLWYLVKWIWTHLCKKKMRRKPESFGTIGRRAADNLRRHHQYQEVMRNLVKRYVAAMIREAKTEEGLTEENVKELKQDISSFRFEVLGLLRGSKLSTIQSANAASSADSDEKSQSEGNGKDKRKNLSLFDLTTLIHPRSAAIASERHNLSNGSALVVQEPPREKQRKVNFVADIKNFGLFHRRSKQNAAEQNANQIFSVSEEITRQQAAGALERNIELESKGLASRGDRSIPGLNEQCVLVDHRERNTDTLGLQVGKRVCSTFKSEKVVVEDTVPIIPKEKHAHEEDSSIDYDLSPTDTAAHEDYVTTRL
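Material: HEK293 cells with stable TRPC4beta plus mu-opioid receptor expression; probe or stimulus: DAMGO in two steps, submaximal then maximal; technique: Fluo4 calcium fluorescence by kinetic imaging, 5 s 1 Hz baseline; measure: integrated fluorescence ratio relative to baseline, converted to per-well B score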
TRPC6 inh: blocks the mouse TRPC6 cation channel | HEK293-TRPC6, membrane potential dye, ACh-evoked depolarization; hits give low values | hit rate 1.1% among 310,000 | Q61143 | AID 2553 | B-score at 10 µM;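 active = B-score under library mean minus 3 SD, initial fluorescence not abnormally high, positive integrated signal ratio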;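 note: B-score derived from integrated fluorescence ratio over the kinetic read; more negative B-score means stronger inhibition of depolarization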
MrgX1 allo act: human MrgX1 positive allosteric modulation, primary screen; Q96LB2; MrgX1-HEK293, Fluo-4 calcium flux, FDSS; hits give high values; B-score at 10 µM; hit rate 0.63% among 310,000; AID 588675;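 active = plate-corrected calcium response at least 3 library SD above typical, normal starting fluorescence, not activating the receptor alone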;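 note: compound read alongside a low EC10 to EC30 dose of BAM8-22 agonist; peak minus trough fluorescence over baseline measured at the second addition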
TRPC4 agonist: TRPC4 (mouse) channel activation. hit rate 0.49% among 310,000. AID 2237. HEK293 TRPC4beta/mu-opioid, Fluo4 calcium fluorescence; hits give high values. B-score at 10 µM. Q9QUQ5;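 active = B-score above 5 SD of library B-scores, and initial fluorescence ratio not above library mean plus 5 SD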;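 note: positive B-score marks a calcium rise read as TRPC4 activation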
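Incubation: 45 min room-temperature Fluo4 loading, 110 s read / System: HEK293 cells stably co-expressing mouse TRPC4beta and mu-opioid receptor / Signal: Fluo4 fluorescence, kinetic / Control set: buffer (low) and maximal DAMGO (high) / Measure: integrated baseline-normalised fluorescence ratio, converted to per-well B score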
TRPC6 act: activates the mouse TRPC6 cation channel; Q61143; B-score at 10 µM; HEK293-TRPC6 membrane potential dye fluorescence; hits give high values; hit rate 0.13% among 310,000; AID 2550;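 active = B-score of the integrated fluorescence ratio above library mean plus 3 SD, and starting fluorescence ratio within library mean plus 5 SD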;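 note: higher score means more depolarization so channel activation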
MrgX1 ag: activates human MrgX1 receptor signaling. Q96LB2. MrgX1-HEK293 cells, Fluo-4 calcium fluorescence, agonist mode; hits give high values. B-score at 10 µM. hit rate 0.44% among 310,000. AID 588627;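 active = calcium response B-score plate-corrected fluorescence ratio at least 3 library SD, with starting fluorescence B-score inside 5 SD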
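Assay system: MrgX1-expressing HEK293 cells / Amount: fifteen thousand cells per well / Doses: test compound in the initial addition of three / Timing: cells plated overnight, dye loaded 0.5 h 37 °C, 0.5 h room temperature / Technique: kinetic calcium dye fluorescence, Fluo-4 NW / Control set: positive and negative controls per plate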
TRPC4 PAM: allosteric potentiators of mouse TRPC4 channel. AID 2227. hit rate 0.42% among 310,000. Q9QUQ5. B-score at 10 µM. HEK293 TRPC4beta/mu-opioid, DAMGO EC20, Fluo-4 Ca2+ flux; hits give high values;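 active = B-score of calcium response area above 5 SD of library B-scores, with initial fluorescence ratio within 5 SD of library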;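 note: B-score of integrated fluorescence ratio over time as area under calcium response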
AI-2 QS modul: Vibrio harveyi AI-2 quorum sensing modulation; Vibrio harveyi JMH597 AI-2 luminescence/OD600 ratio, 9 h; hits give low values; strain lacks LuxN and CqsS sensors; 0 = neutral-control median; activity change, % at 7.5 µM; hit rate 0.4% among 300,000; AID 2094; in the data active = activity change below about -75%, passing the limit was not always enough;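 note: luminescence divided by OD600 gain over 9 h not by final OD600 alone; inactives centre near 13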
The depositor's hits bear a star; i = inactive; / = no result given; & = joins results of further samples. Only part of the results is shown (hit frequency here may not be typical).

SMILES	PolyA inh	MrgX1 antagonist	HIF activator	TRPC4 block	TRPC6 inh	MrgX1 allo act	TRPC4 agonist	TRPC6 act	MrgX1 ag	TRPC4 PAM	AI-2 QS modul
COc1cccc(N2CCN(Cc3ccc(Cl)cc3)CC2)c1	/	i	0.1	i	i	i	i	i	i	i	-4.8
CCC(C)n1c(O)c(/C=N/Nc2ccccc2)c(=O)[nH]c1=S (centres undefined)	i	i	-0.2	i	i	i	i	i	i	i	-63.1
CCOC(=O)C1SC2(C(F)(F)F)CC1(O)c1c(C)cc(C)nc1O2 (centres undefined)	i	-7.82*	0.4	i	i	i	i	i	i	i	2.6
Cn1cccc1/C=C1\C(=O)NC(=O)N(Cc2ccccc2)C1=O	i	i	0.4	i	i	i	i	i	i	i	12.0
O=C(NCCCn1ccnc1)C(Cl)(Cl)Cl	i	i	-0.8	i	i	i	i	i	i	i	37.7
N[C@@H](Cc1ccccc1)C(=O)N1C[C@H]2C[C@@H](C1)c1cccc(=O)n1C2	i	i	-0.1	i	i	i	i	i	i	i	8.2
C/C(=N\N1CCCCCC1)c1c(O)n(-c2ccccc2C)c(=O)[nH]c1=O	i	i	0.1	i	i	i	i	i	i	i	-15.5
O=C(CSC1c2ccccc2-c2ccccc21)N/N=C/c1ccccc1O	i	i	9.9*	i	i	i	i	i	i	i	14.3
NS(=O)(=O)c1ccc(-c2ccc(C=C3C(=O)NC(=O)NC3=O)o2)cc1	i	i	-0.1	i	i	i	i	i	i	i	11.3
CC(C)Cc1nnc(NC(=O)CCC(=O)N2CCN(CCOC(c3ccccc3)c3ccccc3)CC2)s1	i	i	-0.2	i	i	i	i	i	i	i	19.7
CCCC(C)C1C(C#N)=C(N)Oc2c1c(=O)oc1ccccc21 (centres undefined)	i	i	-0.4	i	i	i	i	i	i	i	10.3
O=c1[nH]c(=S)n(C2CC2)c(O)c1/C=N/Nc1cccc2ccccc12	i	i	0.0	i	i	i	i	i	i	i	16.2
CCOC(=O)C1(CCOc2ccccc2)CCN(Cc2ccc(C)s2)CC1	i	i	-1.4	i	i	i	i	i	i	i	16.5
c1ccc2c(CN3CCCCCC3)c[nH]c2c1	i	i	-0.1	i	i	i	i	i	i	i	10.5
C/C(=N\Nc1ccccc1)c1c(O)n(-c2ccccc2)c(=O)[nH]c1=O	i	i	/	i	i	i	i	i	i	i	-26.4
COc1ccc(-c2nn(CCC#N)cc2C(=O)NCc2ccccc2)cc1	i	i	/	i	i	i	i	i	i	i	1.4
COc1cccc(CN2CCCC(C(=O)c3ccccc3SC)C2)c1O (centres undefined)	/	i	-0.1	i	i	i	i	i	i	i	4.3
CCC(=O)c1cc(F)c(N2CCN(CC)CC2)cc1C	/	i	0.2	i	i	i	i	i	i	i	10.1
FC(F)(F)C1=NC(C(F)(F)F)=NP(N2CCOCC2)(N2CCOCC2)=N1	i	i	-0.6	i	i	i	i	i	i	i	30.7
Cc1nc2ccccc2c(=O)n1/N=C/c1cc(Br)cc(Br)c1O	i	-8.59*	181.3*	i	i	i	i	i	i	i	35.3
CCOc1ccc(CN2CCN(C(=O)Cc3ccccc3)CC2)cc1	i	i	0.0	i	i	i	i	i	i	i	6.4
CSc1ncc(Cl)c(C(=O)O)n1 (tested in a mixture with another compound)	i	i	-0.1	i	i	i	i	i	i	i	2.5
Cc1cccc(N2C(=O)NC(=O)/C(=C/c3ccc(N4CCOCC4)cc3)C2=O)c1	i	i	-0.8	i	i	i	i	i	i	i	18.5
Cc1ccc(C(C)C)c(OCC#CCN2CCCC2)c1	i	i	-1.1	i	i	i	i	i	i	i	19.0
Cn1c(=O)cc(OCCCC(=O)N2CCC3(CC2)OCCO3)c2ccccc21	i	-9.78*	0.3	i	i	i	i	i	i	i	19.6
COC(=O)C1=C(c2ccc(S(C)(=O)=O)cc2)C[C@@H]2CC[C@H]1N2C(=O)NCC1CC1	i	-9.44*	0.0	i	i	i	i	i	i	i	9.7
CCN(CC)C(=O)c1ccc(NC(=O)COc2ccc(-c3nn(C)c(=O)c4ccccc34)cc2)cc1	i	i	-0.1	i	i	i	i	i	i	i	/
Fc1ccc(CNCCc2c[nH]c3ccccc23)cc1	i	i	0.1	i	i	i	i	i	i	i	10.0
CC(C)CNC(=O)c1c(N)n(Cc2ccc3c(c2)OCO3)c2nc3ccccc3nc12	i	-5.96*	-0.1	i	i	i	i	i	i	i	-3.9
COc1ccc(-c2cc(=O)oc3c(C)c(OC(C)C(=O)N4C[C@H]5C[C@@H](C4)c4cccc(=O)n4C5)ccc23)cc1 (some centres undefined)	i	i	-0.2	i	i	i	i	i	i	i	20.2
CC(C)C12CN3CC(C(C)C)(CN(C1)C3c1cccnc1)C2=O (centres undefined)	i	i	0.2	i	i	i	i	i	i	i	14.3
O=C1N=c2ccccc2=C/C1=C\c1c(O)[nH]c(=S)[nH]c1=O	i	i	-0.5	i	i	i	i	i	i	i	19.6
O=C(Nc1cccc(C(F)(F)F)c1)c1cccn(Cc2ccc3c(c2)OC(F)(F)O3)c1=O	i	i	0.3	i	i	i	i	i	i	i	22.9
O=c1cccc2n1CC1CC2CN(c2nc(N3CCCCC3)nc(N3CCCCC3)n2)C1 (centres undefined)	i	i	-0.5	i	i	i	i	i	i	i	14.2
C=CCn1c(O)c(C(C)=NCc2cc(OC)cc(OC)c2)c(=O)[nH]c1=O	i	i	-0.4	i	i	i	i	i	i	i	7.3
CN1C[C@@H]2C[C@@H](c3cccn3-c3ccccn3)N3CCC[C@@]23C1=O	i	i	-0.4	i	i	i	i	i	i	i	18.4
COc1cccc(NC2=NCCCS2)c1	i	i	0.7	i	i	i	i	i	i	i	22.5
O=c1c2ccccc2nc(-c2ccccc2)n1-c1ccc(O)cc1	i	i	0.1	i	i	i	i	i	i	i	24.0
NP(=O)(OCC(F)(F)F)Oc1cccc2ccccc12 (centres undefined)	i	i	0.2	i	i	i	i	i	i	i	2.3
CN(C)CC#CCC(O)(c1ccccc1)C1CCCC1 (centres undefined)	i	i	-0.1	i	i	i	i	i	i	i	27.0
O=C(COC(=O)Cc1ccccc1)NCCNC(=O)COC(=O)Cc1ccccc1	i	i	0.0	i	i	i	i	i	i	i	42.9
COc1cc(C(=O)N/N=C/C23CC[C@@H](O)CC2(O)CC[C@@H]2[C@@H]3CCC3(C)C(C4=CC(=O)OC4)CCC23O)ccc1O (some centres undefined)	i	i	0.6	i	i	i	i	i	i	i	13.3
COc1ccc(-n2c(O)c(C(C)=NCCCn3ccnc3)c(=O)[nH]c2=O)cc1	i	i	0.4	i	i	i	i	i	i	i	11.5
O=C(c1ccc(CS(=O)(=O)c2ccccc2)o1)N1CCC2(CC1)OCCO2	i	i	-0.2	i	i	i	i	i	i	i	10.5
CCCc1nnc(NC(=O)CCC(=O)N2CCC3(CC2)OCCO3)s1	i	i	-0.1	i	i	i	i	i	i	i	-3.4
CN=C(SCc1ccccc1)c1c(O)n(C)c(=O)n(C)c1=O	i	i	0.3	i	i	i	i	i	i	i	19.8
COc1cccc(Oc2coc3cc(OC(=O)N(C)C)ccc3c2=O)c1	i	i	0.9	i	i	i	i	i	i	i	15.4
COc1ccc(-c2nn(CCC#N)cc2C(=O)NCc2ccccc2)cc1OC	i	i	0.7	i	i	i	i	i	i	i	15.0
C[C@H](NC(=O)N1C[C@H]2C[C@@H](C1)c1cccc(=O)n1C2)C(=O)Nc1ccc(F)c(F)c1	i	i	-0.1	i	i	i	i	i	i	i	17.1
CCN(CC)C(=O)c1ccc(NC(=O)COc2ccccc2F)cc1	i	i	0.8	i	i	i	i	i	i	i	-1.3
C=CCn1c(O)c(C(C)=NCCC(c2ccccc2)c2ccccc2)c(=O)[nH]c1=O	i	i	0.2	i	i	i	i	i	i	i	17.5
C=CCn1c(O)c(C=NCCCn2ccnc2)c(=O)[nH]c1=O	i	i	-0.2	i	i	i	i	i	i	i	/
Cc1ccccc1-n1c(O)c(/C=N/c2nccs2)c(=O)[nH]c1=O	i	i	-0.1&-0.1	i	i	i	i	i	i	i	4.3&20.2
COc1ccc(C(=O)C2CCCN(Cc3ccc(C)s3)C2)c(OC)c1 (centres undefined)	i	i	-0.9	i	i	i	i	i	i	i	15.2
COc1ccc(OC)c(NC2=NCCS2)c1	i	i	-0.7	i	i	i	i	i	i	i	15.1
Cn1c[n+](C)cc1C(O)c1ccccc1 (centres undefined)	i	i	0.0&-0.3	i	i	i	i	i	i	i	0.5&9.6
CC(C)c1ccc(N=Nc2c(O)[nH]c(=O)[nH]c2=O)cc1	i	i	1.2	i	i	i	i	i	i	i	/
COc1ccc(C2SCC(=O)Nc3c2c(C)nn3C2CCOC(C)(C)C2)cc1 (centres undefined)	i	i	-0.2	i	i	i	i	i	i	i	16.9
Cc1cc(OCC(=O)N2CCC(C(=O)NCC(C)C)CC2)c2c3c(c(=O)oc2c1)CCCC3	i	i	0.0	i	i	i	i	i	i	i	15.3
O=[N+]([O-])c1cccc(CN2CCN(Cc3ccc(Br)cc3)CC2)c1	i	i	-0.4	i	i	i	i	i	i	i	12.0

The listing continues:
SMILES	PolyA inh	MrgX1 antagonist	HIF activator	TRPC4 block	TRPC6 inh	MrgX1 allo act	TRPC4 agonist	TRPC6 act	MrgX1 ag	TRPC4 PAM	AI-2 QS modul
Cc1c(N=Nc2c(O)n(-c3ccc(Br)cc3)c(=O)[nH]c2=O)c(=O)n(-c2ccccc2)n1C	i	i	0.4	i	i	i	i	i	i	i	/
CC(C)c1ccc(C2NCc3ccccc3-n3cccc32)cc1 (centres undefined)	i	i	0.5	i	i	i	i	i	i	i	13.2
C=CCn1c(O)c(C=Nc2ccc(OC)cc2C)c(=O)[nH]c1=O	i	i	-0.1	i	i	i	i	i	i	i	-0.3
C=CCN1C(=O)/C(=C/c2ccc3c(c2)CCCN3CCC)C(=O)NC1=S	i	i	0.3	i	i	i	i	i	i	i	14.4
NCCCCCC(=O)OC1N=C(c2ccccc2Cl)c2cc(Br)ccc2NC1=O (centres undefined)	i	i	-0.8	i	i	i	i	i	i	i	17.8

Compound activity from PubChem.
